Growth percent in the NCI-60 one-dose screen (48 h, 10 µM unless noted): 100 = growth as untreated, 0 = no growth, -100 = all killed.
SW-620: SW-620 colon cancer; actives 5.2% (n = 82,000)
HT29: HT29 colon cancer | actives 7.4% (n = 81,000) | AID 1794748
NCI-H322M: NCI-H322M lung cancer; actives 2.7% (n = 80,000); AID 1794733
NCI-H460: NCI-H460 lung cancer | actives 6.8% (n = 82,000) | AID 1794736
KM12: KM12 colon cancer cells. actives 5% (n = 82,000)
NCI-H226: NCI-H226 lung cancer | actives 3.5% (n = 79,000) | AID 1794732
HCT-15: HCT-15 colon cancer. actives 5.2% (n = 82,000). AID 1794746
COLO 205: COLO 205 colon cancer. actives 7.3% (n = 79,000)
HCT-116: HCT-116 colon cancer. actives 7.3% (n = 82,000). AID 1794798
Numbers without * were called inactive; · = no result given; & = joins results of further samples; [ ] = dose if it differs, or a comment. Rule for the calls: active = growth percent below 10; inactive = the rest.

SMILES	SW-620	HT29	NCI-H322M	NCI-H460	KM12	NCI-H226	HCT-15	COLO 205	HCT-116
CC(=O)c1cc(-c2ccccc2N)n(-c2ccc3c(c2)OCO3)c1C	29	6.9*	32	2.7*	5.2*	-0.4*	13	-19*	6.2*
CCCCCCC(=O)c1cccnc1	104	111	105	103	106	93	116	110	100
N=C(N)c1ccc(OCCCCCCCCCCOc2ccc(C(=N)N)cc2)cc1	-91*	-91*	-99*	-89*	-88*	-72*	37	-62*	-100*
Nc1nc2c(nc(N)n2[C@@H]2O[C@H](CO)[C@@H](O)[C@H]2O)c(=O)[nH]1	102	110	112	105	103	107	100	·	102
CC(=C(c1ccc(OCCN(C)C)cc1)c1ccc(OCCN(C)C)cc1)c1ccccc1	97	78	108	107	88	87	97	96	52
CN(C)CCC(c1ccc(Cl)cc1)c1ccccn1 (stereo not drawn)	106	102	107	114	99	116	102	107	96
C[C@H](O[C@@H]1CC(=O)n2c3ccccc3c3c4c(c5c6ccccc6n1c5c32)C(=O)NC4=O)C(=O)O	51	62	54	39	22	52	59	59	56
CCN1C(=S)N(c2ccccc2)C2NC(=S)N(/N=C/C=C/c3ccccc3OC)C21 (stereo not drawn)	18	1.2*	46	3.1*	7.7*	58	13	-2.8*	10
CSCCC(NC(=O)c1ccccc1)C(=O)N/N=C1\SCC(=O)N1C (stereo not drawn)	109	99	100	105	105	100	105	102	116
CCCCCCCCCCCCCCC(=O)c1ccccc1	107	100	106	119	118	133	109	112	100
CCCCNc1nc(NN2C(=O)c3cccc4cccc(c34)C2=O)nc(N2CCOCC2)n1	96	109	92	97	103	89	96	119	98
CCOC(=O)c1c(C)oc2ncnc(Nc3ccc(C(=O)NCCc4ccccc4)cc3)c12	105	59	93	83	89	63	92	·	65
COc1cc2ccc(C=O)cc2cc1OC	108&98	102&104	105&109	107&101	112&107	·	104&101	110	105&104
CC(O)C1CCCNC1 (stereo not drawn)	102	104	100	102	99	92	105	105	99
COc1ccc(C(=O)CNc2ccc(-n3c(C)nc4c(cnn4-c4ccccc4)c3=O)cc2)cc1	106	105	98	104	98	88	95	113	91
COc1cc(F)ccc1/C=C/C(=O)/C=C(/C=C/c1ccc(F)cc1OC)OB(F)F	97	87	93	94	102	108	73	84	64
O=C(c1ccc(Cc2n[nH]c(=O)c3cccnc23)cc1)N1CCN(c2ccc(C(F)(F)F)cc2)CC1	95	92	·	101	104	67	101	108	84
O=C(O)c1c2ccccc2nc2ccccc12	103	98	100	101	104	94	109	110	107
CN1C=C/C(=C/[N+](=O)[O-])N(C)C1=O	113	101	100	112	·	105	106	107	100
O=c1c2ccccc2sc2ccccc12	105	104	84	110	109	108	123	97	96
COc1ccc2c(=O)cc(-c3cccnc3)oc2c1OC	95	100	85	105	94	112	106	101	100
O=C(CCCCC(=O)Sc1ccccc1)Sc1ccccc1	113&100	113&119	126&104	113&110	91&101	110&113	99&100	114&112	102&103
O=C1c2ccccc2C(=O)c2c1cc(S(=O)(=O)O)cc2[N+](=O)[O-]	110	95	100	107	109	95	101	93	101
CNC(=O)c1cn(C2CC2)c2cc(N3CCN(C(=O)c4cc(OC)c(OC)c(OC)c4)CC3)c(F)cc2c1=O	103	99	·	106	102	93	100	105	103

A different layout for 19 compounds above.
| mol | SW-620 | HT29 | NCI-H322M | NCI-H460 | KM12 | NCI-H226 | HCT-15 | COLO 205 | HCT-116 |
| --- | --- | --- | --- | --- | --- | --- | --- | --- | --- |
| CN(C)CCC(c1ccc(Cl)cc1)c1ccccn1 (stereo not drawn) | 106 | 102 | 107 | 114 | 99 | 116 | 102 | 107 | 96 |
| C[C@H](O[C@@H]1CC(=O)n2c3ccccc3c3c4c(c5c6ccccc6n1c5c32)C(=O)NC4=O)C(=O)O | 51 | 62 | 54 | 39 | 22 | 52 | 59 | 59 | 56 |
| CCN1C(=S)N(c2ccccc2)C2NC(=S)N(/N=C/C=C/c3ccccc3OC)C21 (stereo not drawn) | 18 | 1.2* | 46 | 3.1* | 7.7* | 58 | 13 | -2.8* | 10 |
| CSCCC(NC(=O)c1ccccc1)C(=O)N/N=C1\SCC(=O)N1C (stereo not drawn) | 109 | 99 | 100 | 105 | 105 | 100 | 105 | 102 | 116 |
| CCCCCCCCCCCCCCC(=O)c1ccccc1 | 107 | 100 | 106 | 119 | 118 | 133 | 109 | 112 | 100 |
| CCCCNc1nc(NN2C(=O)c3cccc4cccc(c34)C2=O)nc(N2CCOCC2)n1 | 96 | 109 | 92 | 97 | 103 | 89 | 96 | 119 | 98 |
| CCOC(=O)c1c(C)oc2ncnc(Nc3ccc(C(=O)NCCc4ccccc4)cc3)c12 | 105 | 59 | 93 | 83 | 89 | 63 | 92 | · | 65 |
| COc1cc2ccc(C=O)cc2cc1OC | 108&98 | 102&104 | 105&109 | 107&101 | 112&107 | · | 104&101 | 110 | 105&104 |
| CC(O)C1CCCNC1 (stereo not drawn) | 102 | 104 | 100 | 102 | 99 | 92 | 105 | 105 | 99 |
| COc1ccc(C(=O)CNc2ccc(-n3c(C)nc4c(cnn4-c4ccccc4)c3=O)cc2)cc1 | 106 | 105 | 98 | 104 | 98 | 88 | 95 | 113 | 91 |
| COc1cc(F)ccc1/C=C/C(=O)/C=C(/C=C/c1ccc(F)cc1OC)OB(F)F | 97 | 87 | 93 | 94 | 102 | 108 | 73 | 84 | 64 |
| O=C(c1ccc(Cc2n[nH]c(=O)c3cccnc23)cc1)N1CCN(c2ccc(C(F)(F)F)cc2)CC1 | 95 | 92 | · | 101 | 104 | 67 | 101 | 108 | 84 |
| O=C(O)c1c2ccccc2nc2ccccc12 | 103 | 98 | 100 | 101 | 104 | 94 | 109 | 110 | 107 |
| CN1C=C/C(=C/[N+](=O)[O-])N(C)C1=O | 113 | 101 | 100 | 112 | · | 105 | 106 | 107 | 100 |
| O=c1c2ccccc2sc2ccccc12 | 105 | 104 | 84 | 110 | 109 | 108 | 123 | 97 | 96 |
| COc1ccc2c(=O)cc(-c3cccnc3)oc2c1OC | 95 | 100 | 85 | 105 | 94 | 112 | 106 | 101 | 100 |
| O=C(CCCCC(=O)Sc1ccccc1)Sc1ccccc1 | 113&100 | 113&119 | 126&104 | 113&110 | 91&101 | 110&113 | 99&100 | 114&112 | 102&103 |
| O=C1c2ccccc2C(=O)c2c1cc(S(=O)(=O)O)cc2[N+](=O)[O-] | 110 | 95 | 100 | 107 | 109 | 95 | 101 | 93 | 101 |
| CNC(=O)c1cn(C2CC2)c2cc(N3CCN(C(=O)c4cc(OC)c(OC)c(OC)c4)CC3)c(F)cc2c1=O | 103 | 99 | · | 106 | 102 | 93 | 100 | 105 | 103 |

(list continues)
SMILES	SW-620	HT29	NCI-H322M	NCI-H460	KM12	NCI-H226	HCT-15	COLO 205	HCT-116
COc1ccc(N/C=c2\c(C)c(C#N)c3nc4ccccc4n3c2=O)cc1	98	96	103	101	100	93	98	107	87
Cc1ccc(NCC(=O)Nn2c(COc3ccccc3)nc3ccccc3c2=O)cc1	95	92	86	81	100	66	93	85	85
CC(=O)Nc1ccc2c(=O)cc[nH]c2n1	102	109	104	101	112	95	102	112	101
OC(C[n+]1ccccc1)c1cccs1 (stereo not drawn)	99	68	104	103	99	96	100	93	80
CCN(CC)c1ccc(NC(=S)NN)cc1	95	114	106	96	102	95	97	103	95
O=[N+]([O-])c1cc(Br)cc(Br)c1	105	86	101	106	100	99	106	111	101
Fc1ccc(COc2ccc(Nc3ncnc4sc5c(c34)CCCC5)cc2Cl)cc1	94	78	91	97	97	87	89	105	89
CC(C)NCCCNCC(=O)Nc1ccc(S(=O)(=O)c2ccc(NC(=O)CNCCCNC(C)C)cc2)cc1	103	91	·	104	105	102	106	112	95
Cc1ccc(-c2ccc(SCC(=O)Nc3ccc(S(N)(=O)=O)cc3Br)nn2)cc1	60	11	36	8.4*	38	23	9.7*	33	-7.8*
Cc1ccc(/C=C/CC(=O)Nc2ccc(C(=O)Nc3ccc(F)cc3N)cc2)cn1	46	36	74	72	75	69	79	49	39
C(=C\c1nnc(-c2[nH]nc3c2CCc2ccccc2-3)o1)/c1ccc2c(c1)OCO2	93	93	97	99	90	77	92	88	88
O=C(O)CCC(NC(=O)c1ccc([N+](=O)[O-])cc1)C(=O)O (stereo not drawn)	107&94	98&111	108&101	108&107	109&105	104&114	102&100	104&105	97&95
Nc1cc(Nc2ccc(CCO)cc2)nc(N)n1	108	101	106	111	103	100	100	116	99
CC(C)(CNC1CCCCC1)OC(=O)c1ccc(N)cc1	111	102	95	110	·	97	101	108	109
CCc1cc2c(cc1C(C)=O)C(C)(C)C(C)C2(C)C (stereo not drawn)	118	97	93	111	114	98	105	107	96
COc1cc(-c2c3c(nn2-c2ccccc2)CCc2cnoc2-3)cc(OC)c1OC	92	88	103	101	96	99	85	·	85
Cc1ccc(C(=O)NCCNc2nccc(Nc3ccc(S(=O)(=O)Nc4ccccn4)cc3)n2)cc1	99	101	100	112	105	104	99	113	66
Cc1nc2ccccc2c(/C=C/c2ccc(Cl)cc2)c1C(=O)/C=C/c1ccccc1	1.4*	-16*	41	-33*	11	40	-30*	-5.7*	-53*
CSc1ccc(Cc2nc3ccccc3[nH]2)cc1	103	97	103	111	106	91	102	99	97
BrCCOc1ccc(Br)cc1	104	110	137	105	106	95	93	105	95
N=C(N)c1ccc(-c2ccc(-c3ccc(F)cc3)s2)s1	-65*	-76*	-30*	-65*	-76*	90	-74*	-81*	-57*
O=C1C(Cl)=C(Nc2ccccn2)C(=O)c2ccccc21	30	·	115	63	86	94	43	98	20
N#C/C(=C(\CCCO)NCCCC(=O)O)c1nc2ccccc2[nH]1	103	113	103	111	107	95	105	114	105
Cc1ccc2nc(NC(=O)CSc3nc(Nc4ccccc4C(=O)O)c(C#N)c(-c4ccccc4)n3)sc2c1	103	103	99	107	104	102	104	115	98
Cc1ccc(S(=O)(=O)CCc2nc(S(=O)(=O)c3ccc(C)cc3)c(NCCCN3CCOCC3)o2)cc1	105	85	102	107	97	100	106	107	85
CC(=O)c1c(C)[nH]c2c1c(-c1ccncc1)nc1ccccc12	95	77	89	102	90	102	92	99	95
NNC(=O)/C(=C\c1ccc([N+](=O)[O-])cc1)CC(=O)c1ccc(Cl)c(Cl)c1	86	88	84	91	95	69	90	100	89
COc1cc(C2NCC(=O)N2O)cc(OC)c1OC (stereo not drawn)	111	101	98	116	109	·	104	101	103
Cc1cc(C)c(C#N)c(OCc2ccc(Cl)cc2)n1	89	103	81	99	97	87	92	106	81
CCCCC(CCCC)(S(=O)(=O)CC)S(=O)(=O)CC	102	105	·	104	97	95	98	103	99
OCCN(CCO)Cc1cc(OCc2ccccc2)ccc1O	105	98	101	106	95	95	103	110	100
NC(=Nc1ccccc1)SCCCCCCSC(N)=Nc1ccccc1	88	45	83	68	75	75	73	73	52
Cc1ccccc1[C@H]1C(C(=O)c2ccc(Cl)cc2)C2(N[C@@H]1c1ccccc1)C(=O)Nc1ccc(Br)cc12 (stereo partly drawn)	13	-59*	39	3.5*	3.4*	26	7.1*	-35*	-72*
CC(=O)N(C)C	98[500 µM]	99[500 µM]	94[500 µM]	100[500 µM]	103[500 µM]	103[500 µM]	92[500 µM]	117[500 µM]	99[500 µM]
CCC(Cc1ccccc1)OC(=O)c1cc(-c2ccc(OC)cc2)nc2ccccc12 (stereo not drawn)	94	87	96	103	97	90	89	107	94
CCN(CC)CCn1c2ccc(OC)cc2c2sc3cc(OC)ccc3c(=O)c21	8.9*	0.2*	30	9.4*	22	71	8.8*	19	4.6*
COc1cc(CNC(=O)Cc2ccccc2)ccc1OCc1cn(-c2ccccc2)nn1	107	117	102	100	110	·	102	·	105
N#Cc1cc([N+](=O)[O-])ccc1N/C(N)=N/c1nc2ccccc2s1	98	103	94	100	104	98	100	101	101
COc1cc(C2C(C(=O)OC/C=C/c3ccc4c(c3)OCO4)C(c3cc(OC)c(OC)c(OC)c3)C2C(=O)OC/C=C/c2ccc3c(c2)OCO3)cc(OC)c1OC (stereo not drawn)	100	105	95	107	105	92	103	110	100
O=C1Nc2ccccc2C(c2c(-c3ccccc3)[nH]c3ccccc23)N1 (stereo not drawn)	100	88	95	95	98	95	72	98	72
CCOC(=O)CC1CSC(N/N=C/c2ccccc2)=N1 (stereo not drawn)	104	95	99	·	97	106	109	109	107
Nc1ccc(SCc2nc3cccc4c3n2CCC4)cc1	110	98	105	106	108	96	98	121	108
Clc1ccc2c(OCCCn3ccnc3)c3oc4ccc(Cl)cc4c3nc2c1	40	43	73	58	76	65	41	63	28
CCOC(=O)CSc1nc(-c2ccccc2)c(C#N)c(N)c1C#N	104	99	94	103	99	97	96	114	81
COc1ccc(Cn2c(Br)c3c(c2-c2cc(OC)c(OC)c(OC)c2)CCc2sc(NC(=O)c4ccc(OC)cc4)nc2-3)cc1	96	101	69	98	94	·	98	107	91

Screening results deposited in PubChem by NCI.
